HT1080-NT tox: qHTS for induction of synthetic lethality in tumor cells producing 2HG: qHTS for the HT-1080-NT fibrosarcoma cell line. HT-1080-NT fibrosarcoma viability, CellTiter-Glo ATP luminescence, 48 h. Potency, µM (series often up to 46.1 µM), for the others: at the highest dose activity, negative = less viability, hits mostly cytotoxic. 360,000 compounds, 1.6% hits;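 further: NT is the 2HG producing partner of a matched IDH1 knockdown line; potency means the concentration at half of the fitted maximal effect; 0% = DMSO-treated cells and -100% = media-only wells without cells; nearly all actives have a fitted effect of over 55% in size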
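HT-1080-NT fibrosarcoma cells (2HG-overproducing), 750 cells/well in RPMI with 5% FBS, dosed after 2 h and incubated 48 h at 37C. CellTiter-Glo luminescence normalized to DMSO and no-cell wells; concentration-response curves fitted and classed.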
KB-3-1 cytotox: qHTS assay for MDR1-selective chemotherapeutics: Primary screen using the parental adenocarcinoma cell KB-3-1. 400,000 compounds, 1.4% hits. KB-3-1 viability, CellTiter-Glo ATP luminescence, 72 h. Potency, µM (highest dose often 46.1 µM), without a hit: at the top dose activity change, negative = cytotoxic, actives largely listed as cytotoxic; further: potency means the concentration at half of the fitted maximal effect; on the % scale 0 is the no-effect control and ±100 the full control effect; nearly all actives have a fitted effect of over 60% in size
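KB-3-1 parental drug-naive adenocarcinoma cells in DMEM/10% FBS, incubated 72 h at 37 C with pin-transferred compounds across a concentration series. Viability by CellTiter-Glo luminescence; concentration-response curves fitted after normalization.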
KB-V1 MDR tox: qHTS assay for MDR1-selective chemotherapeutics: Primary screen using the drug-selected MDR subline cells KB-V1; KB-V1 MDR cells viability, CellTiter-Glo, 72 h; Potency, µM (top dose mostly 46.1 µM), inactives show at the highest dose activity change, negative = cytotoxicity, actives largely listed as cytotoxic; 400,000 compounds, 3.4% hits; AID 1347076, 2019; further: potency means the concentration at half of the fitted maximal effect; on the % scale 0 is the no-effect control and ±100 the full control effect; nearly all actives have a fitted effect of over 60% in size
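Compound-treated KB-V1 multidrug-resistant cells, 72 h, 37 degrees C; viability by CellTiter-Glo. Fitted qHTS curves give the values.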
MCF10A rerep: A quantitative high throughput screen for small molecules that induce DNA re-replication in MCF 10a normal breast cells | MCF 10A DNA re-replication, Hoechst nuclear intensity, 48 h | Potency, µM (top dose mostly 46.1 µM), for the others: top-dose activity, positive = re-replication, most hits filed as activators | 350,000 compounds, 2.9% hits; further: potency means the concentration at half of the fitted maximal effect; % of control where 0% means no effect; nearly all actives have a fitted effect of over 50% in size
HT1080 IDH1KD tx: qHTS for induction of synthetic lethality in tumor cells producing 2HG: qHTS for the HT-1080-IDH1KD cell line; AID 686971, 2013; HT-1080 IDH1 knockdown viability, ATP luminescence, 48 h; Potency, µM (highest dose often 46.1 µM), without a hit: at the top dose activity, negative = toxicity, hits mostly cytotoxic; 360,000 compounds, 2% hits;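 further: potency means the concentration at half of the fitted maximal effect; 0% = DMSO wells and -100% = cell-free medium wells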
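HT-1080-IDH1KD cells (IDH1 knocked down), 750/well in RPMI with 5% FBS, treated with compound 48 h at 37 degrees C. Viability by CellTiter-Glo luminescence, normalised to DMSO and no-cell wells; concentration-response curves classed.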
HEK293 tox: qHTS of GLP-1 Receptor Inverse Agonists: Cytotox Screen | Potency, µM (highest dose often 38.3 µM), for inactives: top-dose activity change, negative = inhibition, usual class: inhibitors | AID 624418, 2012 | 410,000 compounds, 0.13% hits | HEK293 cAMP-luciferase reporter cells, luminescence, 24 h;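 further: loss of luciferase light is scored as toxicity; potency means the concentration at half of the fitted maximal effect; on the % scale 0 is the no-effect control and ±100 the full control effect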
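1536-well qHTS counterscreen of the MLSMR; 200 cells/uL, 12 h pre-incubation, 23 nL cpd, 24 h at 37 deg C 5% CO2, luciferase detection reagent, 12 min RT, luminescence. Inhibition = undesired.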
IL1B secr inh: qHTS for Inhibitors of Inflammasome Signaling: IL-1-beta AlphaLISA Primary Screen | 360,000 compounds, 4.7% hits | THP-1 LPS/ATP IL-1B secretion, AlphaLISA, 16 h; hits give low values | activity change, % at 57.5 µM; in the data active means activity change below about -50%; inconclusive means mostly about -30% to -49%; further: on the % scale 0 is the no-effect control and ±100 the full control effect
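THP-1 cells pretreated 1 hr with compounds (up to 57.5 uM final), then stimulated with LPS (250 ng/mL final) plus ATP (1.25 mM final); secreted IL-1B measured by AlphaLISA after 16 hr, decreased signal indicating inhibition.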
D3 ag: qHTS of D3 Dopamine Receptor Agonist: qHTS | 410,000 compounds, 0.58% hits | D3R DiscoveRx beta-arrestin cells, luminescence, 90 min | AID 652048, 2013 | max activation, %; in the data active means max activation above about 30%; further: 0% is about no effect; mostly tested at two doses, the higher about 12 µM
Target sequence (P35462 whole entry, looked up): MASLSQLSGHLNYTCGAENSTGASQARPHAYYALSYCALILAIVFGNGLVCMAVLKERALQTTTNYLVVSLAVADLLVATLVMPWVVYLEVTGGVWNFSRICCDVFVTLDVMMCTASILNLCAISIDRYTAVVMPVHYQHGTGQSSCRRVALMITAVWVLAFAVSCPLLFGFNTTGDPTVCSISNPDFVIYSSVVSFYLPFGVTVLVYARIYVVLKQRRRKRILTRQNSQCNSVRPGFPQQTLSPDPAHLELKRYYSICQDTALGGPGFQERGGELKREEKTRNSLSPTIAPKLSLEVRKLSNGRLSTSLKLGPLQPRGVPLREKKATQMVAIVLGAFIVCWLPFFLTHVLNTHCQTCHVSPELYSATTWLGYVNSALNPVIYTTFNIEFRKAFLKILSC
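Cells at 1500/well, incubated overnight, then treated with pinned compounds (dopamine as control) for 90 min at 37 degrees C. DiscoveRx reagent added for 30 - 60 minutes at room temperature; luminescence read.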
SW480 rerep: A quantitative high throughput screen for small molecules that induce DNA re-replication in SW480 colon adenocarcinoma cells. SW480 DNA re-replication, Hoechst DNA content imaging, 48 h. Potency, µM (titrated, usually from 46.1 µM), for the others: at the highest dose re-replication activation, hits mostly activators. 340,000 compounds, 1.8% hits; further: potency means the concentration at half of the fitted maximal effect; % of control where 0% means no effect; nearly all actives have a fitted effect of over 55% in size
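DNA re-replication was detected as more nuclei of elevated Hoechst intensity after 48 hr exposure to compound (23 nL pinned per well of 250 cells).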
* marks the source's active call; other numbers are inactive results; ? = inconclusive; . = not tested or not shown; [ ] = another dose, or the depositor's remark. Unless noted, the call rests on the fitted dose curve; in most records, active means well fitted curve in the direction sought with a large enough effect; inconclusive means small, poorly fitted or top-dose-only effect, or another doubt; inactive means no such curve, though single readings can be large; an effect the other way counts as inactive or inconclusive.

SMILES	HT1080-NT tox	KB-3-1 cytotox	KB-V1 MDR tox	MCF10A rerep	HT1080 IDH1KD tx	HEK293 tox	IL1B secr inh	D3 ag	SW480 rerep
COC(=O)c1sc(NC(=O)c2ccc([N+](=O)[O-])o2)c(C#N)c1C	0%	?	-3%	2.9µM*	-3%	?	?	0	3.3µM*
O=C(CCNS(=O)(=O)c1ccc2c(c1)CCC(=O)N2)Nc1ccc2c(c1)OCCO2	-6%	-2%	-10%	-1%	2%	-6%	3	-5	-12%
O=C(Nc1cccc(C(F)(F)F)c1)C1(c2ccccc2)CC1	7%	-2%	3%	-4%	7%	-4%	12	-11	-5%
Cc1ccc(NC(=O)N2CCc3ccccc3C2)c(C)c1	0%	-2%	-4%	0%	5%	-11%	29	-17	-14%
COc1ccc(CCNC(=O)c2ccc(COc3ccccc3OC)o2)cc1	-2%	0%	-3%	13%	-1%	-14%	-21	-1	-6%
CC(=O)Nc1ccc(SCC(=O)NC(=O)c2ccc(Cl)cc2)cc1	3%	5%	?	.	-1%	-8%	-2	-1	.
COc1ccc(N(CC(O)Cn2nnc3ccccc32)S(=O)(=O)c2ccc(C)cc2)cc1 (stereo unspecified)	-7%	-12%	?	1%	-15%	7%	?	-4	21%
O=C(Nc1cccc2c1C(=O)NC2=O)c1ccccc1[N+](=O)[O-]	15%	16%	4%	18%	5%	266%[activator]	-14	-3	21µM*
COc1ccc(C(=O)c2ccc3oc(-c4ccc(OC)cc4)c(-c4ccc(O)cc4)c3c2)cc1	9%	18µM*	?	18%	5%	4%	-19	16	6%
CCc1nnc(NS(=O)(=O)c2ccc(N3C(=O)C4CC=C(Cl)CC4C3=O)cc2)s1 (stereo unspecified)	0%	3%	5%	-1%	-1%	-2%	0	1	-3%
Cn1ncc(C#N)c1NC(=O)c1cc(-c2ccccc2Cl)on1	-1%	0%	6%	-11%	0%	-10%	1	2	-5%
Cn1c2c(c(=O)n(C)c1=O)C(c1cc(Br)ccc1F)CC(=O)N2 (stereo unspecified)	.	9%	-1%	.	.	8%	.	-2	.
Cc1ccc(-c2[nH]c3cc(C(N)=O)ccc3c(=O)c2O)cc1	4%	?	0%	-7%	2%	6%	59	1	-3%
COc1cccc(C(=O)NCc2ccc3c(c2)cc(C)n3C)c1	3%	22%	1%	-4%	-11%	-26%	2	-1	-4%
CCN(C(=O)COC(=O)C1=COCCO1)c1c(N)n(Cc2ccccc2)c(=O)[nH]c1=O	0%	9%	6%	1%	-1%	6%	2	4	-1%
O=C(CN1C(=O)CCSc2ccccc21)Nc1ccccc1F	.	14%	?	.	.	0%	.	1	.
CCOc1ccc(N(CC(=O)Nc2ccc(C)c(Cl)c2)S(C)(=O)=O)cc1	-1%	-24%	-8%	?	-15%	-6%	-12	11	-3%
O=C(c1cc2ccccc2oc1=O)N1CCN(S(=O)(=O)c2ccccc2)CC1	5%	-3%	?	12%	0%	-3%	-2	3	0%
NS(=O)(=O)c1cc(C(=O)OCC(=O)NNC(=O)c2ccccc2)ccc1Cl	-1%	4%	28%	?	1%	5%	25	5	?
S=c1[nH]nc(-c2cccs2)n1C1CCCCC1	6%	0%	28%	0%	0%	?	29	8	-11%
Oc1ccc(-c2nc(-c3ccccc3)c(-c3ccc(Br)cc3)[nH]2)cc1	.	2%	-10%	.	.	?	.	-26	.
O=C1CCC(CCc2nc3ccccc3[nH]2)(c2ccccc2)C(=O)N1 (stereo unspecified)	4%	4%	-19%	-2%	19%	0%	-27	3	-3%
CS(=O)(=O)N1Cc2ccccc2CC1C(=O)OCC(=O)Nc1ccc2ccccc2c1 (stereo unspecified)	5%	-21%	5%	19%	-26%	6%	17	2	1%
Cc1cc(NC(=O)CSc2nnc(C(F)(F)F)n2C)no1	4%	9%	-10%	-3%	10%	-11%	-15	3	-3%
CC(NC(=O)[C@H](C)N1C(=O)N2CCc3c([nH]c4ccccc34)[C@@]2(C)C1=O)c1ccccc1 (stereo partly specified)	0%	0%	3%	16%	-2%	1%	15	-12	5%
Cc1cccc(C)c1NC(=O)CSC(=O)c1sc2ccccc2c1Cl	13%	3%	-1%	5%	9%	-7%	.	12	-15%
Cc1cccc(NC(=O)COc2ccccc2C(=O)NC(C)c2ccccc2)c1 (stereo unspecified)	-8%	?	?	?	-15%	-28%	14	7	1%
O=C1CSC(c2cccc(F)c2)N1c1ccc(O)cc1 (stereo unspecified)	0%	-9%	0%	0%	-11%	8%	-9	-22	-4%
O=C(Nc1sc2c(c1C(=O)O)CCC2)c1ccco1	-8%	-19%	5%	0%	-7%	?	-6	-5	-5%
COc1ccc(C(C(=O)NC2CCCC2)N(C(=O)c2snc(-c3ccc(F)cc3)c2N)c2ccc(OC)cc2)cc1 (stereo unspecified)	-17%	-1%	-27%	9%	3%	2%	-2	-1	1%
CC(C)CCN1CCN(Cc2cnc(N3CCCC3)s2)CC1CCO (stereo unspecified)	18%	0%	-23%	?	19%	-28%	8	-11	-1%
COc1ccc(-c2[nH]c(-c3ccccc3)nc2SCC(=O)NCc2ccco2)cc1OC	0%	2%	?	3%	-10%	-14%	-9	2	1%
COC(=O)c1ccc(NC(=O)CCN2C(=O)C3CC=CCC3C2=O)cc1 (stereo unspecified)	0%	21%	11%	8%	0%	3%	45	-13	-11%
O=C(NC(=O)c1ccccc1)Nc1ccc(-c2cc(C(F)(F)F)nn2-c2ccccc2)cc1	.	14%	-8%	.	.	6%	.	-22	.
CC(C)(C)c1ccc(C(=O)NC(=O)COC(=O)c2ccco2)cc1	-16%	7%	0%	?	-20%	-4%	18	10	-64%[inhibitor]
O=C(CSc1c2c(nc3cc(Cl)ccc13)CCCC2)NCc1ccccc1Cl	.	14%	11%	.	.	-11%	.	-9	.
Cc1ccc(N(O)C(C)(C)C)cc1	6%	11%	3%	2%	21%	-16%	4	0	1%
C=CCN1C(=O)C(=Cc2ccc3c(c2)CCC3)SC1=S	0%	25%	17%	.	0%	-11%	9	-10	.
Cc1nn(CC(=O)Nc2ccccc2)c(=O)c2ccccc12	23%	0%	0%	16%	14%	-4%	23	1	-4%
COC(=O)[C@H](Cc1c[nH]c2ccccc12)NC(=O)CCCc1c[nH]c2ccccc12	-3%	-4%	8%	-8%	0%	1%	14	1	1%
CCOC(=O)c1c(C)oc2nc(C)nc(NCCc3ccc(S(N)(=O)=O)cc3)c12	.	-13%	?	.	.	-4%	.	4	.
COc1ccc(NS(=O)(=O)c2cccc(NC(=O)NC3CCCCC3)c2)cc1	?	-24%	0%	1%	-21%	16%	-69*	-13	-2%
COC(=O)c1ccc(Cl)c(NC(=O)CSc2nnc(-c3ccncc3)o2)c1	-3%	14%	-7%	0%	14%	-5%	1	5	-6%
O=C(COC(=O)/C=C/c1ccc(F)cc1)NC(=O)NCc1ccccc1	5%	2%	2%	.	7%	4%	9	-3	.
Cc1cc(N/N=C2\CC(C)CC(C)(C)C2)nc2ccccc12 (stereo unspecified)	8%	-25%	-15%	6%	-1%	-2%	36	-11	6%
CCCn1c(SCC(=O)Nc2nonc2C)nnc1-c1ccoc1C	16%	2%	-3%	-2%	8%	-5%	-17	-5	2%
CC1=N/C(=C/c2cc(Br)cc(Br)c2O)C(=O)O1	-9%	10%	6%	6%	-1%	9%	-6	-1	-5%
CCOCCc1nnc(NC(=O)CN2C(=O)c3ccccc3C2=O)s1	1%	5%	-12%	-1%	3%	20%	-1	2	1%

An excerpt of these results, with two lines to a compound:
Every second line gives: HT1080-NT tox	KB-3-1 cytotox	KB-V1 MDR tox	MCF10A rerep	HT1080 IDH1KD tx	HEK293 tox	IL1B secr inh	D3 ag	SW480 rerep
Cc1ccc(N(O)C(C)(C)C)cc1
 : 6%	11%	3%	2%	21%	-16%	4	0	1%
C=CCN1C(=O)C(=Cc2ccc3c(c2)CCC3)SC1=S
 : 0%	25%	17%	.	0%	-11%	9	-10	.
Cc1nn(CC(=O)Nc2ccccc2)c(=O)c2ccccc12
 : 23%	0%	0%	16%	14%	-4%	23	1	-4%
COC(=O)[C@H](Cc1c[nH]c2ccccc12)NC(=O)CCCc1c[nH]c2ccccc12
 : -3%	-4%	8%	-8%	0%	1%	14	1	1%

Remaining list, next part:
SMILES	HT1080-NT tox	KB-3-1 cytotox	KB-V1 MDR tox	MCF10A rerep	HT1080 IDH1KD tx	HEK293 tox	IL1B secr inh	D3 ag	SW480 rerep
CCOC(=O)[C@]12CCCC=C1N(CCc1ccc(OC)c(OC)c1)C(=O)[C@H](CC(=O)N1CCCCC1)C2	-11%	-2%	?	.	-4%	-9%	-25	-3	.
Cc1ccc(S(=O)(=O)N/N=C\c2ccccc2OCc2ccccc2)cc1	?	1%	?	-2%	?	?	-12	-17	-5%
COc1ccc(C(=O)CC(C(=O)O)c2ccc3c(c2)OCO3)cc1OC (stereo unspecified)	-3%	0%	6%	.	-1%	-1%	-4	6	.
Cc1cc2n(n1)C(c1cccs1)Nc1ccccc1-2 (stereo unspecified)	7%	-3%	0%	?	-2%	-8%	-2	0	-2%
COc1ccc([C@H]2CC(=O)C=C(c3cccc(CO)c3)C2)cc1OC	-2%	2%	-7%	0%	2%	-3%	-15	8	-7%
Cc1csc(SCC(=O)NC(C)c2ccccc2)n1 (stereo unspecified)	4%	4%	2%	11%	6%	-9%	27	-1	-14%
COc1ccc(/C=C2/SC(=O)NC2=O)cc1	-9%	-16%	?	-1%	-9%	-1%	-29	-17	20%

Bioassay records (PubChem)

Rows are unselected; 11% or so of the library scored in one or more.
